Assay outcomes (PubChem BioAssay)
AHR act: AHR activators, primary screen, cell-based, luminescence, luciferase reporter, human; Aryl hydrocarbon receptor (Homo sapiens), P35869; AHR-responsive luciferase reporter cells; activation, % at 5 µM; 320,000 tested, 2.5% active; in the data active means activation above about 47%;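 further: 0% = vehicle wells and 100% = reference agonist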
Target sequence (P35869 whole entry, looked up): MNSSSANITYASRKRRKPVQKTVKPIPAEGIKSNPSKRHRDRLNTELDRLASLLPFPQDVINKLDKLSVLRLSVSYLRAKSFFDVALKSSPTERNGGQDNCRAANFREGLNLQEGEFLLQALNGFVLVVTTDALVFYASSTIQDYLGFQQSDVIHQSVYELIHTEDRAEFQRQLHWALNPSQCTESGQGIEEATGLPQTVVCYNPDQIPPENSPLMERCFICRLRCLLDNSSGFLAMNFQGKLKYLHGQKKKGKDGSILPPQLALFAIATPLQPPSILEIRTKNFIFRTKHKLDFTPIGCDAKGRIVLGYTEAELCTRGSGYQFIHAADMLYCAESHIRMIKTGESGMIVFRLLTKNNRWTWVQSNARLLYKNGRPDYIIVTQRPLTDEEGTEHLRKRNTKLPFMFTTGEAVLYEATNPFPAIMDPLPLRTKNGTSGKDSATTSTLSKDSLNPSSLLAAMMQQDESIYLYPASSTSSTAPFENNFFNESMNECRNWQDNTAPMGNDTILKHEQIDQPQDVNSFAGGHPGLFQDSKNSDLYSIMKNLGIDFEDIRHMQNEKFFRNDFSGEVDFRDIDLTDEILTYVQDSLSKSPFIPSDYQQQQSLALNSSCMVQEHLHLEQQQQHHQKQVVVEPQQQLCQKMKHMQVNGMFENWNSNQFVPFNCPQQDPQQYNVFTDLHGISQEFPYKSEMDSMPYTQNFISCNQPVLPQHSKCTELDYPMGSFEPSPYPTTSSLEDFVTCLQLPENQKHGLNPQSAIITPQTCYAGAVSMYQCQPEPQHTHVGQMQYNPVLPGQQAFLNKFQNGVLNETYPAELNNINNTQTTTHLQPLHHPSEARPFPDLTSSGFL
CIT2 TOR yeast: modulators of CIT2-GFP expression in yeast, primary screen, S. cerevisiae, GFP fusion, multiplex flow cytometry, MLPCN library. S. cerevisiae CIT2-GFP strain, 3 h; 100 means same as DMSO wells. AID 2029, 2009. 320,000 tested, 0.065% active. GFP response vs DMSO, % at 10 µM;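 active means GFP response relative to DMSO above a set limit, near the screen mean plus 3 SD, cut at about 150% in these data; inconclusive means Fewer than 70 cells measured for a yeast strain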;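 further: ratio of well median GFP fluorescence to mean of DMSO wells on the plate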
Yeast superoxide: reduction of superoxide in aged yeast, primary screen, HTS; 330,000 tested, 0.18% active; S. cerevisiae aged cells, superoxide DHE fluorescence; hits give low values; AID 2690, 2010; superoxide response (% of plate mean), % at 10 µM;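 active means superoxide response under a set limit, about three screen SD below normal, cut at about 65% in these data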;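 further: yeast aged for seven days with compound at 30 °C before DHE staining; 100% = average MFI of all compound-treated wells on the plate with controls excluded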
MEP2 TOR yeast: modulators of MEP2-GFP levels in yeast, primary screen, S. cerevisiae, multiplex flow cytometry, MLPCN library. AID 2016, 2009. GFP response vs DMSO, % at 10 µM. S. cerevisiae MEP2-GFP strain, 3 h; 100% = DMSO control level. 330,000 tested, 0.51% active;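 active means GFP response versus DMSO above a set limit, roughly screen mean plus 3 SD, cut at about 180% in these data; inconclusive means fewer than 70 cells counted for a yeast strain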;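 further: median GFP fluorescence of the barcode-gated MEP2-GFP cells per well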
Efflux pump inh: inhibitors of Candida efflux pumps in yeast, primary screen, S. cerevisiae, Nile Red, multiplex; S. cerevisiae Candida pump triplex; inhibition, % at 10 µM; 330,000 tested, 0.44% active;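 active means plate passing quality check with inhibition over a set limit, or well fluorescence over plate mean plus 4 SD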;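 further: Nile Red retained in pooled yeast measured as flow cytometry median fluorescence; 0% = buffer negative control and 100% = Enniatin B positive control; higher means more Nile Red kept so more efflux inhibition; some compounds called inactive have numbers as strong as hits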
LAP4-GFP MLPCN: modulators of LAP4-GFP expression in yeast, primary screen, S. cerevisiae, multiplex flow cytometry, MLPCN library; 320,000 tested, 0.34% active; 3 h; median GFP as percent of DMSO wells; GFP response vs DMSO, % at 10 µM; AID 2023, 2009;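 active means GFP response vs DMSO above a set limit, about the screen mean plus 3 SD, cut at about 150% in these data; inconclusive means under 70 cell events counted for the yeast strain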
AGP1-GFP MLPCN: modulators of AGP1-GFP expression in yeast TOR pathway, primary screen, cell-based, multiplex flow cytometry, S. cerevisiae, MLPCN library | 3 h; GFP as percent of DMSO wells | GFP response vs DMSO, % at 10 µM | 320,000 tested, 0.02% active;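 active means GFP response relative to DMSO above a set limit, near screen average plus 3 SD, cut at about 150% in these data; inconclusive means fewer than 70 cells counted for the yeast strain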;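 further: median GFP channel fluorescence of the gated AGP1 strain per well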
RPL19A TOR yeast: RPL19A-GFP expression modulators in yeast, primary screen, cell-based, S. cerevisiae, multiplex flow cytometry, MLPCN | S. cerevisiae RPL19A-GFP strain, 3 h; hits give low values | percent response vs DMSO, % at 10 µM | 330,000 tested, 0.3% active | AID 2025, 2009;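 active means percent response vs DMSO below 50%; inconclusive means fewer than 70 events counted for the yeast strain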;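 further: median channel GFP fluorescence of the barcoded RPL19A-GFP strain; ratio of sample median GFP to plate DMSO average so 100% = DMSO; lower means less RPL19A-GFP as with rapamycin TOR inhibition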
* marks the source's active call; other numbers are inactive results; u = inconclusive; x = not tested or not shown; [ ] = remark or other dose.

SMILES	AHR act	CIT2 TOR yeast	Yeast superoxide	MEP2 TOR yeast	Efflux pump inh	LAP4-GFP MLPCN	AGP1-GFP MLPCN	RPL19A TOR yeast
COc1nc(OC)nc(N2CCC(C(=O)NCc3ccc(F)cc3)CC2)n1	1	104	108	101	-0.2	97	101	98
O=C(CN1CCCC1=O)NC1(C(F)(F)F)NC(=O)N(Cc2ccccc2)C1=O (stereo not drawn)	0	x	103	91	-0.1	92	93	94
O=C(Cn1[nH]c(=O)c2ccccc2c1=O)Nc1cccc(S(=O)(=O)N2CCCCCC2)c1	-2	112	84	104	-0.1	103	109	91
CC(=O)Nc1nc(-c2ccc3c(c2)CC(C)N3C(=O)C2CC2)c(C)s1 (stereo not drawn)	-4	103	109	106	0.0	100	96	99
O=C(c1c(F)cccc1F)N1CCN(c2ncc(Br)cn2)CC1	2	98	117	101	0.5	95	92	98
COc1ccc(S(=O)(=O)Nc2cc3c4c(c2)CC(=O)N4CCC3)cc1C	13	98	100	98	-0.2	96	102	95
CCN(CC)S(=O)(=O)c1ccc(NS(=O)(=O)CC23CCC(CC2=O)C3(C)C)cc1 (stereo not drawn)	0	101	93	93	0.0	95	105	99
COC(=O)C1=C(CN2CCCc3ccccc32)NC(=O)NC1c1ccc(F)cc1 (stereo not drawn)	1	78	102	94	0.1	79	84	116
CC1(C)CC(=O)c2cnc3c(C#N)cnn3c2C1	1	106	100	102	0.1	98	106	105
COC(=O)CC1C(=O)NCCN1C(=S)Nc1ccccc1 (stereo not drawn)	-1	99	99	100	0.0	100	103	100
CN1C(=O)CC(N2CCN(CCN=CC3=C(O)CC(C)(C)CC3=O)CC2)C1=O (stereo not drawn)	2	92	103	94	0.1	92	101	95
CCN(CC)c1ccc(/C=N/NC(=O)CC(C)C)cc1	29	103	95	105	0.1	93	102	98
O=C1OC[C@@H]2CCCN2C(=O)[C@@H](CC(=O)N(CCO)Cc2ccccc2)C/C=C\C[C@H]1Cc1ccc(F)cc1	2	99	110	103	0.3	103	103	97
CCOC(=O)c1sc(NC(=O)/C=C/c2c(F)cccc2Cl)nc1C	30	101	101	103	0.4	89	99	106
COc1cc2c(c(OC)c1OC)-c1ccc(N(C)CC(OC)OC)c(=O)cc1[C@@H](NC(C)=O)CC2	-1	104	91	98	-0.1	103	105	102
CC(=O)c1ccc(O)c(CC=C(C)C)c1O	1	92	122	110	0.6	113	98	102
S=C(NCc1ccco1)Nc1ccc(Cl)cn1	30	92	96	102	0.1	88	91	106
CCCc1c(C)c(C#N)c2nc3ccccc3n2c1NCCCN1CCOCC1	2	99	93	97	0.2	99	100	100
CC(C)CC1c2[nH]c3ccccc3c2CCN1CCCn1cccn1 (stereo not drawn)	13	88	98	101	-0.1	94	91	88
CCCCCOP(=O)(c1ccccc1)c1ccccc1	2	83	117	97	0.1	74	80	96
CCOC(=O)C(=O)N(CC)C1CCS(=O)(=O)C1 (stereo not drawn)	12	103	109	120	0.2	110	106	108
CCSC(=S)Nc1c(C)n(C)n(-c2ccccc2)c1=O	1	x	94	99	0.0	101	97	93
S=C(NCc1ccccn1)Nc1ccc(Cl)c(Cl)c1	19	99	102	89	-0.1	100	97	94
Cc1cccc(CS(=O)(=O)c2ncc(Cl)c(C(=O)NCc3ccccc3)n2)c1	1	96	99	101	-0.1	111	102	100
CCN(CC)CCCNc1oc(-c2ccc(OC)c(OC)c2)nc1C#N	0	109	94	103	0.0	101	104	100

Retrieved by structure from the entries so far, 2 records:
SMILES	AHR act	CIT2 TOR yeast	Yeast superoxide	MEP2 TOR yeast	Efflux pump inh	LAP4-GFP MLPCN	AGP1-GFP MLPCN	RPL19A TOR yeast
CCSC(=S)Nc1c(C)n(C)n(-c2ccccc2)c1=O	1	x	94	99	0.0	101	97	93
CC(C)CC1c2[nH]c3ccccc3c2CCN1CCCn1cccn1 (stereo not drawn)	13	88	98	101	-0.1	94	91	88

Additional entries.
SMILES	AHR act	CIT2 TOR yeast	Yeast superoxide	MEP2 TOR yeast	Efflux pump inh	LAP4-GFP MLPCN	AGP1-GFP MLPCN	RPL19A TOR yeast
CCOc1ccc(S(=O)(=O)NC2CCCC2)cc1	-2	101	93	101	0.0	93	99	101
Cc1ccc(O)c(CC(C)C)n1	-2	u	108	u	-0.1	u	x	u
c1ccc(-c2cc(-c3nn4c(-c5ccco5)nnc4s3)c3ccccc3n2)cc1	10	85	129	98	-0.1	100	x	98
O=C(NCCCN1CCOCC1)c1cccs1	3	105	90	87	0.1	98	100	97
COc1ccc(C2c3ccc4ccccc4c3Oc3ncn(CCN(C)C)c(=N)c32)cc1 (stereo not drawn)	10	107	94	104	0.2	92	100	103
CC(=O)c1ccc(N=C2SCCCN2C(=O)C2CCCCC2)cc1	3	92	77	100	0.1	122	99	98
O=C(Nc1cccc(S(=O)(=O)NC2=NCCC2)c1)C1CC(=O)N(c2ccc3c(c2)OCCO3)C1 (stereo not drawn)	0	106	90	106	0.0	107	109	97
CCOC(=O)C(CCCOc1cccc(CC)c1)C(=O)OCC	0	92	101	104	0.0	100	100	95
CCOc1ccc(S(=O)(=O)N2CCN(C(=O)COc3ccc(Br)cc3)CC2)cc1	-1	112	106	102	0.1	108	108	106
COc1ccc(C(=O)NC(CC(=O)O)c2cc([N+](=O)[O-])ccc2Cl)cc1 (stereo not drawn)	-1	106	106	97	0.0	96	101	95
CCOC(=O)N1CCN(Cc2nc(-c3ccc(Cl)cc3)no2)CC1	2	103	98	108	0.4	111	102	105
COC(=O)Cc1c(C)c2cc(Cl)c(OC(=O)c3ccco3)cc2oc1=O	1	100	87	103	0.0	104	93	97
O=C(Nc1cccc(-c2cnc3ccccc3n2)c1)c1cccc(NC(=O)c2ccco2)c1	16	97	89	89	-0.2	83	94	96
Cc1noc(C)c1NC(=O)N(C)C[C@H]1Oc2ccc(NC(=O)Nc3ccc(C(F)(F)F)cc3)cc2C(=O)N([C@H](C)CO)C[C@@H]1C	0	90	87	89	0.6	84	81	97
COc1ccc(-c2cc(-c3ccccc3O)[nH]n2)cc1	26	84	101	90	0.2	91	88	88
CCn1c(CNc2ccc(C)cc2)nnc1SCC(N)=O	6	99	116	105	0.1	99	103	103
Cn1c(Cc2ccccc2)nnc1SCc1nc2ccccc2c(=O)[nH]1	4	96	124	96	0.1	107	x	90
CN(C)S(=O)(=O)c1ccc(NC(=O)CN2CCc3ccccc32)cc1	7	75	115	96	0.2	91	100	96
C[C@H](CO)N1C[C@H](C)[C@@H](CN(C)S(=O)(=O)c2ccc(F)cc2)Oc2ccc(NC(=O)Nc3ccc(C(F)(F)F)cc3)cc2C1=O	1	97	78	95	0.1	99	100	93
Cn1c(CCCOc2ccc(Cl)cc2Cl)nnc1SCC(=O)Nc1cccc(F)c1	1	108	100	110	-0.3	96	104	112
O=C(NCc1ccccn1)Nc1ccccc1Cl	18	101	106	105	2.2	101	102	104
COc1ccc(OC)c(C(=O)CN2CCN(S(=O)(=O)c3ccc(Br)cc3)CC2)c1	-3	102	109	98	0.2	102	100	98
COCCn1c(SCCOc2ccccc2)nc2ccccc2c1=O	-2	92	84	96	0.2	97	97	96
COc1ccc(NC(=O)CSc2n[nH]c(-c3ccco3)n2)cc1	2	108	89	116	0.1	109	110	104
COCCN(CC(=O)NCc1ccc(F)cc1)C(=O)CCC(=O)Nc1ccccn1	1	114	82	96	-0.4	97	102	99
SMILES	AHR act	CIT2 TOR yeast	Yeast superoxide	MEP2 TOR yeast	Efflux pump inh	LAP4-GFP MLPCN	AGP1-GFP MLPCN	RPL19A TOR yeast
C=CCn1c(CCNC(=O)c2cccs2)nnc1SCC(=O)c1cccc([N+](=O)[O-])c1	2	109	89	109	-0.2	108	x	106
CC1CCC(=NNC(=O)Cc2ccccc2)CC1 (stereo not drawn)	3	103	93	102	0.1	99	100	100
C=CCn1c(Cc2cccs2)nnc1SCC(=O)Nc1cccc(OC)c1	4	95	97	113	0.0	125	111	103
C=CCNC(=O)CSc1n[nH]c(-c2cc(Cl)ccc2OC)n1	28	80[may fluoresce red]	92	u	-0.4	u	u	u
COc1ccc(NCc2nnc(SCC(=O)c3ccc(C)cc3)o2)cc1	7	87	97	97	-0.1	101	93	93
CCCCn1c(C)csc1=Nc1cccnc1	4	97	97	102	0.0	101	103	102
CCCOCC(O)COc1ccccc1C(=O)N1CCOCC1 (stereo not drawn)	4	85	78	93	-0.1	92	97	98
CC(NC(=O)CCCCCCN1C(=O)c2ccccc2C1=O)c1ccc2c(c1)CCCC2 (stereo not drawn)	0	95	107	105	-0.2	102	101	101
Brc1ccc(-c2nc3ncccn3c2Nc2ccc3c(c2)OCCO3)o1	3	94	89	96	0.0	97	95	97
COc1ccc(-c2cn(-c3cccc(C)c3)c(=O)[nH]2)cc1OC	7	101	88	99	-0.1	111	96	104
O=C(NC(=S)Nc1cccc(NC(=O)c2ccc(Cl)cc2Cl)c1)c1cccs1	-1	94	115	106	0.0	96	98	102
CCOC(=O)N1CCN(c2c(N3CCN(c4ccccn4)CC3)c(=O)c2=O)CC1	0	107	96	110	-0.2	99	108	105
COC(=O)c1cc(=O)n(Cc2ccc(F)cc2)c(=Nc2ccccc2)s1	2	102	97	95	0.0	101	100	97
COc1ccc(C(C)=O)cc1COc1ccc(-n2cnnn2)cc1	-5	104	97	102	0.2	107	101	100
O=c1[nH]c(S)c(/C=C2\C=Nc3ccccc32)s1	57*	94	73	113	0.5*	117	100	100
O=C(COC(=O)/C=C/c1ccc(S(=O)(=O)N2CCOCC2)cc1)NC1CCCCCCC1	0	97	103	91	0.2	98	96	94
Cc1ccc(C(=O)CSc2ccccc2C(=O)O)cc1	15	92	113	95	-0.1	104	102	95
COc1ccc(NC(=O)Nc2ccncc2)c(OC)c1	18	98	111	100	0.1	98	98	100
Cn1nnnc1SCC(=O)N(C1CCCCC1)C1CCS(=O)(=O)C1 (stereo not drawn)	1	102	95	100	0.0	100	104	98
COc1ccc(OCC(=O)N2CCN(C(=O)c3ccc([N+](=O)[O-])cc3)CC2)cc1	-2	100	104	100	-0.1	98	100	100
Cc1ccc(C(=O)N(C)Cc2nc3ccccc3c(=O)[nH]2)cc1NC(=O)c1ccco1	9	105	86	101	0.0	88	103	101
CCOc1cc(NC(=S)NCC2CCCO2)c(OCC)cc1NC(=O)c1ccc(C)cc1 (stereo not drawn)	2	109	95	104	0.1	121	108	90
Cc1ccc(S(=O)(=O)Nc2nc(C)cc(-n3nc(C)cc3C)n2)cc1	0	100	95	96	0.0	96	101	99
CCn1c(SCC(=O)N2CCOCC2)nc2oc3c(Cl)cc(Cl)cc3c(=O)c2c1=O	3	u	91	186*[may fluoresce violet]	-0.1	102[may fluoresce violet]	19[may fluoresce violet]	62[may fluoresce violet]
O=C(N/C=C/c1ccco1)NCc1ccccc1	-3	86	97	92	-0.2	93	101	97
COc1ccc(/C=C/CN2CCCC(C(=O)c3ccc(OC)c(F)c3)C2)cc1 (stereo not drawn)	2	97	86	95	-0.2	101	106	98
CC(C)c1nc2cc(C(=O)N3CCNC(=O)C3c3cccc(F)c3)ccc2o1 (stereo not drawn)	2	101	108	98	-0.1	97	99	98
CCC1(C)Cc2sc3c(=O)[nH]c(=S)[nH]c3c2CO1 (stereo not drawn)	-1	99	98	102	0.3	96	100	99
CCCSc1nc(N2CCCC2)c2c(c1C#N)CC(C)(C)OC2	7	95	110	104	0.0	105	103	97
Cc1noc(C)c1COC(=O)Cc1ccc(Cl)cc1	0	92	88	90	-0.1	93	97	92
